From PubChem BioAssay
Tcruzi prolif = blocks T. cruzi growth in NIH3T3 culture; T. cruzi beta-gal in NIH3T3, GalScreen luminescence, 90 h; 77,000 compounds, 5.9% hits; AID 624255; inhibition, % at 8.34 µM;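 active = mean inhibition above about 93%, with at least 55% of replicates each passing it, limit read from the data, passing the limit was not always enough; inconclusive = only one of those two conditions holds; inactive = neither condition holds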
C diff HTS = inhibitors of Clostridium difficile growth; 86,000 compounds, 0.25% hits; Clostridium difficile clinical isolate growth, OD600, 24 h; active compounds read low; growth activity, negative = inhibition, % at 16 µg/mL (by protocol);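 active = mean growth activity at or below -80% and every replicate also at or below -80%; inconclusive = mean at or below -80% but some replicate above -80%; inactive = mean growth activity above -80%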;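 also: 0% = DMSO wells and -100% = levofloxacin 16 µg/mL wells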
KDM4C inh = blocks human GASC-1 (KDM4C) demethylase activity; Q9H3R0; GST-KDM4C 2-372, H3K9me3 peptide, LANCE TR-FRET; inhibition, % at 12.5 µM; 96,000 compounds, 0.15% hits;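 active = mean replicate inhibition above about 25%, with at least 55% of replicates also reaching it, limit read from the data, passing the limit was not always enough; inconclusive = only one of those two conditions met; inactive = neither condition met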
Target sequence (Q9H3R0 2-372 limits assumed): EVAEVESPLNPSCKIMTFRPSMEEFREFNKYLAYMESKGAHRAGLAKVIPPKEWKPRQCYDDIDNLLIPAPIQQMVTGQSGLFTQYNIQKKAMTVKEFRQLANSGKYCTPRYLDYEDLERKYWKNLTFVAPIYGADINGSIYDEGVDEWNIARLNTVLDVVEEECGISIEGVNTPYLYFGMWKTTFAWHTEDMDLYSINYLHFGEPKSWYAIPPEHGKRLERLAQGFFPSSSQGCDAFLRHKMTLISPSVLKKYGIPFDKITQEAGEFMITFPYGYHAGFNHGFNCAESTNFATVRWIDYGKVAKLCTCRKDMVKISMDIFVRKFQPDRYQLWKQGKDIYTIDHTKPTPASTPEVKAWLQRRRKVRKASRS
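reagent = H3K9me3 peptide substrate, Fe(II), 2-oxoglutarate | system = GST-tagged GASC-1 (JMJD2C) catalytic fragment, aa 2-372 | amount = enzyme final amount 10 nM | read-out = Fall in 671/618 emission ratio as inhibition | medium = HEPES buffer, pH 7.5, plus ascorbate | schedule = 30 min reaction, 60 min detection, RT | measured by = LANCE TR-FRET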
Pf Dd2 inh = blocks growth of Plasmodium falciparum Dd2 parasites | P. falciparum Dd2 growth, SYBR Green, 72 h; active compounds read low | activity change, % at 10 µM | 94,000 compounds, 2.3% hits | AID 1159554; in the data active = activity change below about -80%; inconclusive = no clear call, values can overlap the other calls
* hit, by the source's call; u = inconclusive; x = not tested or not shown; & = joins results of further samples.

entry	SMILES	Tcruzi prolif	C diff HTS	KDM4C inh	Pf Dd2 inh
1	Cc1ccc(S(=O)(=O)N(C)C[C@H]2Oc3ccc(NS(=O)(=O)c4ccc(Cl)cc4)cc3C(=O)N([C@@H](C)CO)C[C@H]2C)cc1	95	2	-2.5	10
2	CC(C)NC(=O)Nc1ccc2c(c1)C(=O)N([C@H](C)CO)C[C@H](C)[C@H](CN(C)C(=O)c1ccncc1)OCCCC[C@@H](C)O2	-26	3	0.7	52
3	CNC(=O)C[C@@H]1CC[C@@H]2[C@H](COC[C@H](O)CN2S(=O)(=O)c2ccc(Oc3ccccc3)cc2)O1	25	4	0.1	-2
4	CCCN(C)C[C@@H]1Oc2cc(C#CCC3CCCC3)ccc2S(=O)(=O)N([C@H](C)CO)C[C@H]1C	x	x	-0.1	21
5	CO[C@H]1CN(C)C(=O)c2ccc(NC(=O)c3ccc4c(c3)OCO4)cc2OC[C@@H](C)N(CC2CC2)C[C@H]1C	x	x	0.5	-2
6	C/C=C/c1cnc2c(c1)C(=O)N([C@@H](C)CO)C[C@H](C)[C@@H](CN(C)C(=O)Nc1ccc(OC)cc1)O2	-11	-2	2.6	-20
7	C[C@H](CO)N1C[C@H](C)[C@H](CN(C)C)Oc2ncc(C#CC(C)(C)O)cc2C1=O	-3	3	4.1	19
8	Cc1ccc(S(=O)(=O)Nc2ccc3c(c2)CC(=O)N([C@H](C)CO)C[C@@H](C)[C@H](CN(C)C(=O)Nc2ccc(F)cc2)O3)cc1	9	-8	-2.9	12
9	CO[C@H]1CN(C)C(=O)c2ccc(NS(=O)(=O)c3ccc(C)cc3)cc2OC[C@@H](C)N(C)C[C@@H]1C	19	0	2.5	x
10	C[C@H](CO)N1C[C@H](C)[C@@H](CN(C)C(=O)Nc2ccc(C(F)(F)F)cc2)OCCCC[C@H](C)Oc2ccc(NC(=O)Nc3ccccc3)cc2C1=O	x	-4	-0.1	-44
11	C[C@@H]1CN([C@@H](C)CO)C(=O)c2cc(NC(=O)Nc3ccc4c(c3)OCO4)ccc2O[C@H]1CN(C)S(=O)(=O)c1ccc(F)cc1	25	-5	0.4	-13
12	COC(=O)C[C@@H]1CC[C@@H]2[C@H](COc3ccc(NC(=O)NCc4ccccc4)cc3C(=O)N2C)O1	5	1	3.2	5

Shown as labelled records: entries from further up
8: Cc1ccc(S(=O)(=O)Nc2ccc3c(c2)CC(=O)N([C@H](C)CO)C[C@@H](C)[C@H](CN(C)C(=O)Nc2ccc(F)cc2)O3)cc1
  Tcruzi prolif: 9
  C diff HTS: -8
  KDM4C inh: -2.9
  Pf Dd2 inh: 12
9: CO[C@H]1CN(C)C(=O)c2ccc(NS(=O)(=O)c3ccc(C)cc3)cc2OC[C@@H](C)N(C)C[C@@H]1C
  Tcruzi prolif: 19
  C diff HTS: 0
  KDM4C inh: 2.5
  Pf Dd2 inh: x

Later entries
entry	SMILES	Tcruzi prolif	C diff HTS	KDM4C inh	Pf Dd2 inh
13	C[C@H](CO)N1C[C@H](C)[C@H](CN(C)CC2CC2)Oc2ccc(N(C)C)cc2CC1=O	x	-1	-0.4	-39
14	CCCNC(=O)[C@@H]1[C@@H](CO)[C@@H]2Cn3c(ccc(C4=CCCC4)c3=O)[C@H]1N2CCC(F)(F)F	-11	-5	2.1	16
15	CCCNC(=O)N1[C@H](CN(C)C(C)=O)[C@H](c2ccc(C3=CCCC3)cc2)[C@@H]1CO	u	-5	3.2	6
16	COCC(=O)Nc1ccc2c(c1)[C@H]1C[C@@H](CC(=O)N[C@H](C)c3ccccc3)O[C@H](CO)[C@H]1O2	41	-8	-0.3	11
17	CO[C@@H]1CN(C)C(=O)c2ccc(NC(=O)c3ccccc3F)cc2OC[C@@H](C)N(C(=O)c2ccccc2F)C[C@H]1C	18	x	-0.2	-19
18	C/C=C/c1ccc([C@@H]2[C@@H](CO)N3CCCCN(S(=O)(=O)c4ccc(F)cc4)C[C@H]23)cc1	86	28	-2.8	-11
19	CCN(C[C@H]1N[C@H](CO)[C@@H]1c1ccccc1)C(=O)c1ccncc1	-5	0	2.0	1
20	COc1ccc(NC(=O)N(C)C[C@@H]2OCCCC[C@@H](C)Oc3ccc(NC(=O)C4CCCCC4)cc3C(=O)N([C@H](C)CO)C[C@@H]2C)cc1	52	2	-0.8	-60
21	O=C(C[C@H]1CC[C@H]2[C@@H](COC[C@H](O)CN2Cc2ccc3c(c2)OCO3)O1)Nc1ccccc1	45	4	1.8	-9
22	C[C@H](CO)N1C[C@H](C)[C@H](CN(C)Cc2ccc(C(=O)Nc3ccccc3N)cc2)Oc2ccc(NC(=O)CCC(F)(F)F)cc2CC1=O	54	1	-1.0	-64
23	CS(=O)(=O)N1[C@H](C#N)[C@H](c2ccccc2)[C@H]1CO	16	-24	-1.3	22
24	O=S(=O)(c1cccc(F)c1)N1CC[C@@H]2[C@H]1c1cc(C#Cc3ccccc3F)ccc1N[C@@H]2CO	u	-6	-0.3	-9
25	C[C@H]1CN([C@@H](C)CO)C(=O)c2cc(NS(=O)(=O)c3ccc(F)cc3)ccc2O[C@H]1CN(C)C(=O)Nc1ccccc1	8	-1	-0.4	13
26	CC(=O)N(C)C[C@H]1Oc2cc(C#Cc3ccccn3)ccc2S(=O)(=O)N([C@H](C)CO)C[C@@H]1C	-5	-2	7.6	24
27	COc1ccc(S(=O)(=O)N2CCCCN3[C@H](CO)[C@H](c4ccc(C#CC5CC5)cc4)[C@H]3C2)cc1	100*	52	0.5	-38
28	CCN(C[C@@H]1N[C@@H](CO)[C@@H]1c1ccccc1)C(=O)c1ccncc1	-31	2	1.4	-3
29	O=C(C[C@@H]1CC[C@@H]2NC[C@@H](O)COC[C@H]2O1)NCCN1CCCC1	-35	x	7.6	-11
30	COCC(=O)N1CC[C@@H]2[C@@H](CO)Nc3ccc(-c4cccc(C(=O)N(C)C)c4)cc3[C@@H]21	73	0	1.8	30
31	O=C(O)C[C@@H]1C[C@H]2c3cc(NC(=O)Nc4ccc(F)cc4)ccc3O[C@H]2[C@H](CO)O1	-85	1	-0.8	13
32	C[C@H](CO)N1C[C@H](C)[C@@H](CN(C)C)Oc2c(NS(=O)(=O)c3ccc(Cl)cc3)cccc2C1=O	x	-2	1.3	9
33	C[C@@H]1CCCCO[C@@H](CN(C)C(=O)Cc2ccccc2)[C@H](C)CN([C@H](C)CO)C(=O)c2cc(NC(=O)Cc3ccccc3)ccc2O1	33	-3	-1.1	-66
34	CO[C@@H]1CN(C)C(=O)c2ccc(NC(=O)c3ccc(F)cc3)cc2OC[C@H](C)NC[C@H]1C	-24	x	-0.3	-14
35	C[C@H](CO)N1C[C@H](C)[C@H](CN(C)C(=O)Cc2ccccc2)OCCCC[C@H](C)Oc2ccc(NC(=O)Nc3cccc4ccccc34)cc2C1=O	85	-2	-1.9	2
36	C[C@@H]1CN([C@H](C)CO)S(=O)(=O)c2ccc(-c3ccc(C#N)cc3)cc2O[C@@H]1CN(C)C(=O)Nc1cc(F)ccc1F	115*	-3	1.3	-45

The closing 4 records of the section above are carried over, then new ones follow:
entry	SMILES	Tcruzi prolif	C diff HTS	KDM4C inh	Pf Dd2 inh
33	C[C@@H]1CCCCO[C@@H](CN(C)C(=O)Cc2ccccc2)[C@H](C)CN([C@H](C)CO)C(=O)c2cc(NC(=O)Cc3ccccc3)ccc2O1	33	-3	-1.1	-66
34	CO[C@@H]1CN(C)C(=O)c2ccc(NC(=O)c3ccc(F)cc3)cc2OC[C@H](C)NC[C@H]1C	-24	x	-0.3	-14
35	C[C@H](CO)N1C[C@H](C)[C@H](CN(C)C(=O)Cc2ccccc2)OCCCC[C@H](C)Oc2ccc(NC(=O)Nc3cccc4ccccc34)cc2C1=O	85	-2	-1.9	2
36	C[C@@H]1CN([C@H](C)CO)S(=O)(=O)c2ccc(-c3ccc(C#N)cc3)cc2O[C@@H]1CN(C)C(=O)Nc1cc(F)ccc1F	115*	-3	1.3	-45
37	C[C@@H]1CN([C@H](C)CO)C(=O)c2cccc(NC(=O)c3ccncc3)c2O[C@@H]1CN(C)Cc1ccc(-c2ccccc2)cc1	103	2	-3.5	-40
38	C[C@@H]1CN([C@H](C)CO)C(=O)c2cc(NC(=O)Nc3ccc(F)cc3)ccc2O[C@@H](C)CCCCO[C@@H]1CN(C)C(=O)NC1CCCCC1	55	13	4.5	-72
39	C[C@@H]1CN([C@H](C)CO)C(=O)c2cc(NC(=O)Nc3cccc4ccccc34)ccc2O[C@@H](C)CCCCO[C@H]1CN(C)S(=O)(=O)c1ccc(Cl)cc1	23	5	-2.4	u
40	COc1ccc2c3c([nH]c2c1)[C@H](CO)NCC31CN(Cc2cc(F)ccc2F)C1	x	-6	0.5	-26
41	C[C@H](CO)N1C[C@H](C)[C@@H](CN(C)Cc2ccc(C(=O)Nc3ccccc3N)cc2)Oc2ccc(NS(=O)(=O)c3ccc(F)cc3)cc2CC1=O	60	-1	-2.5	u
42	CO[C@@H]1CN(C)C(=O)c2cc(NC(=O)c3cc(C)on3)ccc2OC[C@@H](C)N(CC2CC2)C[C@H]1C	-7	x	1.7	17
43	C[C@H]1CN([C@@H](C)CO)C(=O)c2cc(-c3ccccc3)cnc2O[C@H]1CN(C)C	29	-1	3.2	-1
44	C[C@H]1CN([C@@H](C)CO)C(=O)c2cccc(NC(=O)c3ccncc3)c2O[C@H]1CN(C)C(=O)Nc1ccc(C(F)(F)F)cc1	77	-2	-0.7	-10
45	COc1ccc2c3c([nH]c2c1)[C@H](CO)N(C(=O)Nc1ccc(F)cc1)CC31CCN(S(=O)(=O)c2cccc(F)c2)CC1	x	-11	1.1	-80
46	C[C@@H]1CN([C@H](C)CO)C(=O)c2cc(NS(=O)(=O)c3cccs3)ccc2O[C@@H]1CN(C)C(=O)NC1CCCCC1	24	-3	-1.4	38
47	CCC(=O)N1CC2(C1)[C@H](c1ccccc1)[C@H](CO)N2C(=O)c1ccccc1	x	-2	-1.6	-53
48	CCCNC(=O)N1CC2(CN(S(C)(=O)=O)C2)c2c(n(C)c3cc(OC)ccc23)[C@H]1CO	x	-4	-0.2	9
49	COc1ccc(CN(C)C[C@@H]2Oc3ccc(NC(=O)Nc4ccc(C(F)(F)F)cc4)cc3CC(=O)N([C@H](C)CO)C[C@H]2C)cc1	16	55	-1.1	10
50	O=S(=O)(c1ccc(F)cc1)N1CCCCN2[C@H](C1)[C@@H](c1ccc(C#CC3CC3)cc1)[C@@H]2CO	99	15	-1.4	6
51	COC(=O)C[C@@H]1CC[C@@H]2[C@H](COc3ccc(NC(=O)NC(C)C)cc3C(=O)N2C)O1	-1	-3	0.4	4
52	C[C@H]1CN([C@@H](C)CO)C(=O)c2cc(NC(=O)Cc3ccccc3)ccc2O[C@@H]1CN(C)S(=O)(=O)c1cn(C)cn1	61	x	0.1	10
53	C[C@@H]1CN([C@H](C)CO)C(=O)c2cc(C#CCN(C)C)cnc2O[C@H]1CN(C)C(=O)c1cccnc1	12	-2	1.0	31
54	COc1ccccc1C(=O)N1C[C@@H]2[C@H](c3ccccc31)[C@H](CO)N2CC1CCCC1	34	2	-0.1	-16
55	O=C(C[C@H]1CC[C@@H]2[C@H](COC[C@H](O)CN2S(=O)(=O)c2cccc(F)c2)O1)NCc1ccncn1	-6	6&-4	2.0	19
56	CCCNC(=O)N[C@@H]1C=C[C@@H](CC(=O)NCCc2ccccc2)O[C@@H]1CO	-30	x	1.6	39
57	COc1ccc(-c2ccc3n(c2=O)C[C@@H]2[C@@H](CO)[C@H](C(=O)NC4CCC4)N(S(C)(=O)=O)[C@H]32)cc1	-33	-9	-0.8	x
58	Cc1ccc(S(=O)(=O)N2CC[C@@H]3[C@H]2c2cc(Br)ccc2N[C@@H]3CO)cc1	85	-13	0.1	-72
59	C[C@@H]1CN([C@@H](C)CO)C(=O)c2cc(NC(=O)Nc3ccc(C(F)(F)F)cc3)ccc2O[C@@H]1CN(C)C(=O)Nc1ccc2c(c1)OCO2	62	x	-1.2	-47
60	CCNC(=O)C[C@H]1CC[C@@H]2[C@@H](COc3ccc(NC(=O)c4ccc(F)c(F)c4)cc3C(=O)N2C)O1	3	-1	-1.0	-7
61	C[C@@H]1CCCCO[C@@H](CN(C)S(=O)(=O)c2ccccc2)[C@@H](C)CN([C@H](C)CO)C(=O)c2cc(NC(=O)Nc3ccc(C(F)(F)F)cc3)ccc2O1	56	10	0.4	-71
62	C[C@@H]1CN([C@H](C)CO)C(=O)Cc2cc(NS(C)(=O)=O)ccc2O[C@H]1CN(C)C	77	-6	-1.9	6
63	CC(=O)Nc1ccc2c(c1)C(=O)N(C)[C@@H]1CC[C@@H](CC(=O)NCC3CCCCC3)O[C@@H]1CO2	9	-5	1.0	7
64	CCCNC(=O)Nc1ccc2c(c1)OC[C@@H](C)N(C(=O)C1CCOCC1)C[C@@H](C)[C@@H](OC)CN(C)C2=O	3	x	-1.1	3

Rows were taken by chance. About 6.7% of those tested had a hit in this group.
